Source: PubChem (National Center for Advancing Translational Sciences (NCATS))
USP1 inh = Inhibitors of USP1/UAF1: Primary Screen | Ubiquitin carboxyl-terminal hydrolase 1 (Homo sapiens), O94782 | recombinant USP1/UAF1, Ub-Rhodamine cleavage fluorescence | Potency, µM (series often up to 57.1 µM), without a hit: at the top dose activity change, negative = inhibition, hits mostly inhibitors | hit rate 0.23% among 390,000; also: % is scaled to controls: 0 for no effect and ±100 for the full control effect; nearly all actives have a fitted effect of over 60% in size; inactives centre near -12
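1 nM enzyme complex + cpd, 15 min RT; start with Ub-Rho 150nM final; kinetic fluorescence ex 480/em 540, 6 reads q60 s. Buffer 50mM HEPES pH 7.8, 0.5mM EDTA, 0.1 mg/ml BSA, 1mM TCEP, 0.01% Tween-20.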
Vif-APOBEC3G blk = qHTS for Inhibitors of Vif-A3G Interactions: qHTS; AID 602310, 2012; Potency, µM (titrated, usually from 46.1 µM), inactives show top-dose activity, negative = active, actives largely listed as inhibitors; DNA dC->dU-editing enzyme APOBEC-3G (Homo sapiens), Q9HC16; hit rate 0.076% among 410,000; HeLa A3G-eYFP + Vif (tagged APOBEC3G with the HIV-1 protein that degrades it), YFP fluorescence, overnight;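 also: % is scaled to controls: 0 for no effect and ±100 for the full control effect; nearly all actives have a fitted effect of over 60% in size; hits raise eYFP signal because A3G escapes Vif-driven loss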
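Read-out is eYFP fluorescence (Ex 488/Em 500-530) from Vif-expressing HeLa A3G-eYFP cells; more signal means A3G escaped Vif-mediated degradation. Cells plated overnight, compound pinned in, incubated overnight at 37 deg C.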
RXFP1 ag = qHTS Assay for Agonists of the Relaxin Receptor RXFP1 | Relaxin receptor 1 (Homo sapiens), Q9HBX9 | HEK293T-RXFP1 cAMP TR-FRET, 30 min; response scale: percent of porcine relaxin response, buffer zero | Potency, µM (top dose mostly 57.5 µM), inactives show top-dose activation, actives largely listed as activators | hit rate 0.3% among 370,000 | AID 2676, 2010; also: % is scaled to controls: 0 for no effect and ±100 for the full control effect; nearly all actives have a fitted effect of over 60% in size; many of its hits are not listed in these tables
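HEK293 cells stably expressing RXFP1, treated 30 min at 37C with compounds plus PDE4 inhibitor Ro 20174; cAMP measured by HTRF TR-FRET. Normalized to buffer and 29 nM porcine relaxin; EC50 by Hill fit.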
TrxR1 substrate = qHTS Assay for Substrates of Mammalian Selenoprotein Thioredoxin Reductase 1 (TrxR1): qHTS. Thioredoxin reductase 1, cytoplasmic (Rattus norvegicus), O89049. Potency, µM (top dose mostly 114 µM), for inactives: top-dose activity change, negative = substrate turnover. purified TrxR1 substrate turnover, NADPH consumption readout. hit rate 0.01% among 390,000; also: % is scaled to controls: 0 for no effect and ±100 for the full control effect; nearly all actives have a fitted effect of over 50% in size
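Rat TrxR1, dispensed at 90 nM, was prereduced with 400 uM NADPH (final) for 5 min at ~22 deg C, then incubated with compound 15 min before 400 uM selenite. A first-read NADPH fluorescence drop versus no-compound background flagged substrates.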
mIDH1 inhibitor = qHTS for Inhibitors of mutant isocitrate dehydrogenase 1 (IDH1): qHTS; Isocitrate dehydrogenase [NADP] cytoplasmic (Homo sapiens), O75874; AID 602179, 2012; Potency, µM (doses to about 76.6 µM), for the others: at the highest dose activity change, negative = inhibition, usual class: inhibitors; IDH1-R132H enzyme, NADPH consumption, diaphorase/resazurin fluorescence; hit rate 0.093% among 390,000; also: % is scaled to controls: 0 for no effect and ±100 for the full control effect; nearly all actives have a fitted effect of over 65% in size
Target sequence (O75874 whole entry R132H, stated change not applied): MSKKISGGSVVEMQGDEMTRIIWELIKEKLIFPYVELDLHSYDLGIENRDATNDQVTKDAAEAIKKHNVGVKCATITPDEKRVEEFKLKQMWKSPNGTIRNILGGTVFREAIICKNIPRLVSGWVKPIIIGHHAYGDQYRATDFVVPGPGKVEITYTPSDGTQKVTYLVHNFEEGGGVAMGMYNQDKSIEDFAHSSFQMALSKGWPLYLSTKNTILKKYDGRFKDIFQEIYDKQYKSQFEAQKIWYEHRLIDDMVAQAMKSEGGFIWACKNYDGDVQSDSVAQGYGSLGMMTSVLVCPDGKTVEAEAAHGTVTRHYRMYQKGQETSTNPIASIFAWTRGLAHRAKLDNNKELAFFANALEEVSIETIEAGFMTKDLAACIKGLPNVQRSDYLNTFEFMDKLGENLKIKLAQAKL
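IDH1-R132H (0.5 ug/mL) preincubated 30 min with compound, then NADPH (0.016 mM) and alpha-KG (2 mM) added; 80 min at RT, pH 7.5. Remaining NADPH coupled via diaphorase/resazurin to fluorescence (540/590 nm); concentration-response curves normalized to no-enzyme control.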
TrxR1 inh = qHTS Assay for Inhibitors of Mammalian Selenoprotein Thioredoxin Reductase 1 (TrxR1): qHTS. Thioredoxin reductase 1, cytoplasmic (Rattus norvegicus), O89049. recombinant rTrxR1, NADPH fluorescence consumption, selenite substrate. Potency, µM (doses to about 114 µM), for the others: at the highest dose activity change, negative = inhibition, actives largely listed as inhibitors. hit rate 1% among 390,000; also: % is scaled to controls: 0 for no effect and ±100 for the full control effect; nearly all actives have a fitted effect of over 65% in size
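Rat TrxR1 (90 nM in the dispensed reagent) was pre-reduced with 400 uM NADPH for 5 min at room temperature, then incubated with compound for 15 min. After 400 uM selenite was added, NADPH fluorescence (Ex 340/Em 450 nm) was followed for 8 min.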
Vif-A3F inh = qHTS for Inhibitors of Vif-A3F Interactions: qHTS; HeLa A3F-eYFP + Vif (tagged APOBEC3F with the HIV-1 protein that degrades it), YFP fluorescence increase; Potency, µM (titrated, usually from 46.1 µM), for the others: top-dose activity, negative = active; hit rate 0.2% among 390,000; also: % of control where 0% means no effect; nearly all actives have a fitted effect of over 65% in size
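HeLa cells stably expressing Vif plus C-terminally eYFP-tagged A3F were seeded, incubated overnight at 37 deg C, dosed with compound, incubated overnight again at 37 deg C. Yellow fluorescence (Ex 488/Em 500-530) reported blocked Vif-mediated A3F-eYFP degradation.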
RGS4 inhibitor = Inhibitors of Regulator of G Protein Signaling (RGS) 4: qHTS; Regulator of G-protein signaling 4 (Homo sapiens), P49798; Transcreener GDP fluorescence polarization, RGS4-accelerated GTP hydrolysis; Potency, µM (series often up to 114 µM), inactives show top-dose activity change, negative = inhibition, most hits filed as inhibitors; hit rate 0.039% among 390,000; also: % is scaled to controls: 0 for no effect and ±100 for the full control effect; nearly all actives have a fitted effect of over 75% in size; some results filed as inactive show a strong effect at the top dose
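MLSMR compounds (23 nl, pin-transferred) preincubated 10 min at room temperature with a 500nM (2x) first reagent, then RGS4 at 900nM (2x) plus Transcreener GDP mix added; fluorescence polarization (620/688 nm) read before and after 90 min at 30 °C.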
12-LOX inh = Primary qHTS assay for inhibitors of human arachidonate 12S-lipoxygenase (ALOX12): Round 2; hit rate 1.1% among 580,000; purified 12hLO, xylenol orange hydroperoxide absorbance; Potency, µM (top dose mostly 108 µM), inactives show at the highest dose activity change, negative = inhibition, actives largely listed as inhibitors; AID 1671190, 2021; Polyunsaturated fatty acid lipoxygenase ALOX12 (Homo sapiens), P18054; also: % is scaled to controls: 0 for no effect and ±100 for the full control effect
Target sequence (P18054 whole entry, looked up): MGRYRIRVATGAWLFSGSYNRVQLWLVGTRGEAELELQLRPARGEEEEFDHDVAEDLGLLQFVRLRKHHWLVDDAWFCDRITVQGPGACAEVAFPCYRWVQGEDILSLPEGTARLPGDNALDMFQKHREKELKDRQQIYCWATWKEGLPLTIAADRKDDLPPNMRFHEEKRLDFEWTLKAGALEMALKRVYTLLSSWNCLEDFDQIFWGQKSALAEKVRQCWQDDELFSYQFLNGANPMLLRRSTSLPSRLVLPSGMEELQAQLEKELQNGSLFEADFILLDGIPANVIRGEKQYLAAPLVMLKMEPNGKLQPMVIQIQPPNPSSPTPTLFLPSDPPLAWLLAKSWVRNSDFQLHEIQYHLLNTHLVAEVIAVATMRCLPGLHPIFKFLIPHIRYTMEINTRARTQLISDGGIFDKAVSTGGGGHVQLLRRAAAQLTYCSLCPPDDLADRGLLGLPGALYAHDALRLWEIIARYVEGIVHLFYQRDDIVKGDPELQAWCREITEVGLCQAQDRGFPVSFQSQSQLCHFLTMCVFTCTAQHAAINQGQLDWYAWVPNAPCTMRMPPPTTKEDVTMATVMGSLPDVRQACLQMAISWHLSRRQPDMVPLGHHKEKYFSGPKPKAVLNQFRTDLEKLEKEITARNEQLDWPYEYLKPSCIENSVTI
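Hydroperoxide product was detected by ferrous iron/xylenol orange as the 573 to 405 nm absorbance ratio. Arachidonic acid at 40 uM (final) was turned over for 30 min at room temperature by 150 nM human 12hLO, pH 7.0 Hepes buffer, after 15 min compound preincubation.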
* = called active by the depositor; ? = inconclusive; . = not tested or not shown; & = joins results of further samples; [ ] = another dose, or the depositor's remark. Calls follow the shape of the dose curve; as a rule, active = well fitted curve in the direction sought with a large enough effect; inconclusive = small, poorly fitted or top-dose-only effect, or another doubt; inactive = no such curve, though single readings can be large; an effect the other way counts as inactive or inconclusive. Potency is read from the fitted curve at half-maximal effect.

compound | USP1 inh | Vif-APOBEC3G blk | RXFP1 ag | TrxR1 substrate | mIDH1 inhibitor | TrxR1 inh | Vif-A3F inh | RGS4 inhibitor | 12-LOX inh
Cc1cc(C)nc(NCCCc2ccccc2)n1 | 0% | 1% | 0.0% | 10%[57.1 µM] | 3% | -16%[2.29 µM] | -1% | 26% | -6%
COc1ccc(C(=O)Nc2ccnn2C2CCN(C(=O)c3cc(C)on3)CC2)cc1 | -16% | 4% | 0.4% | 4% | 1% | 7% | 2% | -11% | ?
CCOC(=O)c1cc(NC(=O)c2ccc(C)cc2)c(=O)n2c1oc1ccc(Cl)cc12 | -16% | 7% | 7.9% | 4% | -20% | 23% | 9% | 4% | 0%
CCCC[C@@H]1CNC(=O)C(=O)N1CC(C)(C)C | -24% | -1% | 0.0% | 5%[57.1 µM] | 11% | -8%[57.1 µM] | -5% | 0% | -32%
COc1cc(C)c(Cl)cc1S(=O)(=O)n1cnc(C)c1 | -4% | -1% | 0.2% | 12% | 1% | 25% | -1% | -6% | 3%
COc1ccc(NC(=O)c2ccc(NC(=O)C(C)C)cc2)c([N+](=O)[O-])c1 | -16% | -9% | 0.5% | 0% | 1% | 8% | 10µM* | -5% | -1%
O=C(NCCCN1CCN(Cc2ccccc2)CC1)C1CCN(c2nnc(-n3cccc3)s2)CC1 | -7% | 1% | -0.3% | 3% | 2% | 15%[0.457 µM] | -12% | -23% | -8%
O=C(NN1CCOCC1)c1cc(-c2ccc(Br)cc2)nc2ccccc12 | -10% | 1% | 0.0% | 1% | 2% | 10% | -6% | -19% | -7%
COc1ccc(Oc2nc(C)cc(C)c2S(=O)(=O)c2ccc(C)cc2)cc1 | -18% | -3% | 3.4% | -6% | 4% | -1% | 1% | -8% | 25%
Cc1noc(C)c1CCC(=O)N1CCCC(CO)(Cc2ccccc2)C1 (stereo not given) | -5% | 0% | 0.9% | 4% | -5% | 28% | 2% | 22% | 21%
CC1(C)SC(=S)N(Cc2ccc3c(c2)OCO3)C1N(O)C(=O)NC1CCCCC1 (stereo not given) | -30% | -6% | 0.1% | -9% | 0% | 4% | -9% | -9% | -3%
CC(=O)N(c1ccc(C)cc1)c1nc(C)cc(C)c1C#N | -10% | 3% | 1.0% | 6% | -1% | 34% | 11% | 17% | -7%
O=C1NCCCC2c3c(cc(Br)c(O)c3Br)OC12N1CCCCC1 (stereo not given) | -23% | -8% | 1.1% | 1% | 3% | 25µM* | -19% | ? | ?
COC(=O)C1=C(C)NC(=S)NC1c1ccc(-c2ccccc2C(=O)OC)o1 (stereo not given) | -9% | -6% | -1.2% | 5%[57.1 µM] | 6% | 8%[57.1 µM] | -12% | -35% | ?
Nc1ccc(Cl)cc1/C(=N/O)c1ccccc1 | -11% | 2% | 0.4% | -9% | 3% | -5% | -2% | -52% | 0%
COc1ccc(CN2CCN(Cc3c[nH]c4ccccc34)CC2)c(OC)c1 | 1% | 0% | . | . | -4% | . | 2% | . | ?
Cc1ccc(-c2nc(-c3cc4c([nH]c3=O)CC(C)(C)CC4=O)sc2C)cc1 | -26% | -6% | 4.7% | 6% | 0% | -5% | ? | -2% | -12%
COc1cccc2cc(C(=O)N3C(C)CCCC3C)c(=O)oc12 (stereo not given) | -4% | 4% | -2.2% | 16% | 5% | 24% | 1% | 8% | ?
Cc1ccc2nsnc2c1NC(=O)c1ccccc1[N+](=O)[O-] | 0% | -1% | -4.8% | -8% | -2% | 10% | -9% | -41% | -1%
CCCn1c(-c2cccs2)nc2c1c(=O)[nH]c(=O)n2Cc1ccccc1 | -18% | 0% | 19% | 8% | 3% | 9% | -30% | 3% | ?
O=C1CC2(CCCCC2)Oc2ccc(F)cc21 | -32% | -1% | . | 14% | -9% | -5%[57.1 µM] | -3% | 4% | 18%
Cc1c(C(=O)O)cc(C(C)(C)C)n1CCSCCO | -2% | 2% | 3.0% | 10%[57.1 µM] | 8% | 36%[activator][57.1 µM] | -5% | -11% | 2%
O=C(Cc1cccs1)NNC(=S)NC(=O)c1ccccc1 | 2% | -1% | -0.6% | 3% | -1% | ? | 4% | -39% | -3%
Cc1onc(-c2c(F)cccc2Cl)c1C(=O)OCC(=O)NC(c1ccccc1)c1ccccc1 | -17% | 2% | -0.1% | -1% | 1% | 20% | -10% | -19% | 22%
CC(=O)Nc1c(Cl)c(Cl)c2c(c1Cl)C(=O)c1cc(Cl)ccc1-2 | -13% | -1% | . | 8%[57.1 µM] | 5% | 6%[11.4 µM] | 0% | 4% | ?
O=C(O)C1CCCN1c1nc(Cl)ccc1[N+](=O)[O-] (stereo not given) | 0% | 0% | . | . | -1% | . | 3% | . | ?
Cc1ccc(S(=O)(=O)c2nc(S(=O)(=O)c3ccccc3)sc2NCCCOC(C)C)cc1 | -9% | -3% | -0.4% | -4% | -11% | 0% | 1% | -3% | 0%
CCOC(=O)c1c(N)sc2c1CCN(Cc1ccccc1)C2 | . | -22% | . | 6% | . | -26% | . | . | 42%[activator]
CCn1ncc(/C=N\NC(=O)COc2cc(C)cc(C)c2)c1C | -19% | ? | 2.1% | 6% | 2% | 13% | -7% | -4% | 5%
CN1CCN(S(=O)(=O)c2ccc(NC(=O)c3ccc(Br)o3)cc2)CC1 | -9% | 1% | 0.1% | -3%[57.1 µM] | -1% | -12%[57.1 µM] | -11% | -8% | -24%
COc1ccc(-c2c(C#N)c(SCC(=O)Nc3ccc(C)c(C)c3)nc(C)c2C(=O)Nc2ccc(Cl)cc2)cc1 | -3% | 3% | -1.0% | -2% | -12% | 10% | 0% | -16% | -18%
Brc1ccc2nc(-c3cccs3)c(NCC3CCCO3)n2c1 (stereo not given) | -13% | 1% | 1.2% | -4% | 3% | 11% | -28% | -12% | -28%
CCCCn1c(N)c(N(CC(C)C)C(=O)C2CC(=O)N(Cc3ccco3)C2)c(=O)[nH]c1=O (stereo not given) | 2% | 2% | -2.2% | -1% | -5% | 10% | -14% | 27% | 4%
Cc1ccccc1OCC(=O)NCC(=O)OC(c1ccccc1)c1ccccc1 | . | 2% | . | 3%[0.0914 µM] | . | 19% | . | -18% | .
C=CCOc1ccc(CN(C)CC(O)COc2ccc(CCC(C)=O)cc2)cc1 (stereo not given) | -1% | -1% | -2.1% | -4% | 3% | 3% | -1% | -2% | -26%
COc1ccc(/C=C2\C(=O)NC(=S)N2C(=O)c2ccc(F)cc2)cc1 | ? | ? | -0.7% | 0% | 0% | -1% | ? | -41% | ?
O=C(CSc1nc2c([nH]c3ccccc32)c(=O)n1-c1cccc(Cl)c1)NCc1ccccc1 | -20% | -2% | -0.2% | 1%[57.1 µM] | -4% | 14%[57.1 µM] | 4% | -18% | -17%
COc1ccccc1NS(=O)(=O)c1ccc(C)c(C(=O)Nc2cc(C)on2)c1 | -15% | 1% | . | 1% | 3% | 1% | 3% | 1% | -16%
COc1ccc(Cc2c(O)nc(SCC(=O)NC34CC5CC(CC(C5)C3)C4)[nH]c2=O)cc1 | -17%&-5% | 0%&0% | -0.8%&-0.2% | 0% | -9%&-8% | 20% | 1%&7% | -6%&-9% | 3%&-18%
Cn1cccc1C(C#N)c1ncc(C(F)(F)F)cc1Cl (stereo not given) | -21% | 3% | 1.9% | 4% | -9% | 9% | 12% | -34% | -19%
CC(C)(C)C(=O)N1CCC[C@@]1(CO)C(=O)O | -14% | -1% | -3.0% | 2% | 1% | -3% | 5% | -4% | -20%
CCOc1cc(-c2sc(Nc3ccccc3)n[n+]2-c2ccc(F)cc2)ccc1OC | 18% | -5% | 25% | -8% | -6% | -10% | -1% | -6% | -27%
COc1ccccc1-c1nc(C(=O)NCC2CCCO2)cc2c1[nH]c1ccccc12 (stereo not given) | ? | -7% | -0.6% | 28%[57.1 µM] | -3% | 7%[57.1 µM] | -6% | -2% | .
O=C(NCCNc1ccc([N+](=O)[O-])cc1)c1ccccc1F | -5% | -10% | 0.4% | -6% | -4% | -6% | -1% | -7% | ?
COc1ccc(CCC(=O)NCCc2csc(-c3ccc(Cl)cc3)n2)cc1 | -4% | -1% | -1.4% | -9%[57.1 µM] | -3% | 7%[57.1 µM] | 2% | 3% | -16%
Cc1ccc(C)c(NC(=O)CCC(=O)N/N=C/c2ccc[nH]2)c1 | -14% | 1% | 0.5% | 0% | 2% | ? | 0% | -30% | 6%
CCN1CNC(=S)N(Cc2ccccc2)C1 | -4% | 0% | -0.7% | -9% | 2% | -10% | -10% | -33% | -15%

These rows are one share of the data; rates above refer to the full screens.
